High-throughput results as filed in PubChem BioAssay.
GluA2 TARP mod = GluA2-stargazin AMPA receptor complex modulation. O88602+P19491. HEK293 GluA2+stargazin, membrane potential dye (FDSS), glutamate EC50; hits were called plate by plate, in both directions. calls only at 30 µM. actives 3.5% (n = 40,000). AID 1259245;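 active means any of four per-well response measures lying three or more SD from its plate-wide compound average, in either direction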
Target sequence (O88602 whole entry, looked up): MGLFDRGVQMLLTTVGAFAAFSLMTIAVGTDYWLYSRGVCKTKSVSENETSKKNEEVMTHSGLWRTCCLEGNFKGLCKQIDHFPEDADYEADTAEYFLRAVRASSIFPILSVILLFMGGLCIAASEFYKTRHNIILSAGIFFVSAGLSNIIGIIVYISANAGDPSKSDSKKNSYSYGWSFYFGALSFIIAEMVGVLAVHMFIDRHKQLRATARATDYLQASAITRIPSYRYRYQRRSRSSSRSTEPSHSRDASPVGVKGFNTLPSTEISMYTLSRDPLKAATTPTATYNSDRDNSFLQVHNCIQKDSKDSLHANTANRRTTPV
Target sequence (P19491 whole entry, looked up): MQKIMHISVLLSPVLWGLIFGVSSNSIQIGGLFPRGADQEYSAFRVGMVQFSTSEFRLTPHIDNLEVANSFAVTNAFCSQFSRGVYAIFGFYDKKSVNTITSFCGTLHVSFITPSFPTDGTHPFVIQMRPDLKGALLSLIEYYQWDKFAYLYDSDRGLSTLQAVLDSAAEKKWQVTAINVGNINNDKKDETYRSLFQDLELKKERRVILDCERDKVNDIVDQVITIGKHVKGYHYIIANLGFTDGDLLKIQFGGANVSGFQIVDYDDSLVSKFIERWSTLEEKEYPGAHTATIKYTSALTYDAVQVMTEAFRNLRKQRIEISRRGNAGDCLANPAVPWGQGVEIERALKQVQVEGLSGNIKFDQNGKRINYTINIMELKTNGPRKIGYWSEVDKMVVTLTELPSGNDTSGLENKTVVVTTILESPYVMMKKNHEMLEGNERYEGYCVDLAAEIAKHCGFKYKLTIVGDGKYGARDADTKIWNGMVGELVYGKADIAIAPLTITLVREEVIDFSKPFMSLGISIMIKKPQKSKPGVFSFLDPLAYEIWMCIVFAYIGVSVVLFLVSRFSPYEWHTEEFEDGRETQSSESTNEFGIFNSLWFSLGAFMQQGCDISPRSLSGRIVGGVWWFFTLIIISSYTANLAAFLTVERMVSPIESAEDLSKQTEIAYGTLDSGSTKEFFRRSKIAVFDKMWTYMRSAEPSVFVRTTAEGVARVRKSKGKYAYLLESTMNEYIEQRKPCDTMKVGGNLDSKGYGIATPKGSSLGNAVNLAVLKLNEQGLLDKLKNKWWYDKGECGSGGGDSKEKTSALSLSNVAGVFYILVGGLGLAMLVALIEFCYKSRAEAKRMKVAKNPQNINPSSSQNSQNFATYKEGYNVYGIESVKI
GluA2 TARP mod agonism max-min = recorded beside GluA2 TARP mod, whose call it bears; compound max-min signal; compound-alone response (agonism);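 unitless range of fluorescence divided by baseline over first 100 seconds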
GluA2 TARP mod glutamate slope = second read-out of GluA2 TARP mod, no call of its own (marks repeat the call); glutamate slope, % of max; measured here: glutamate response slope, % max;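 scaled per plate between vehicle wells and maximal 1 mM glutamate control wells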
The depositor's hits bear a star; i = inactive; + = active, no number. An excerpt; count on the stated rates, not on these rows.

Start of the listing, in advance, 16 compounds:
GluA2 TARP mod glutamate slope,SMILES,GluA2 TARP mod,GluA2 TARP mod agonism max-min
64,COc1nn(C)cc1C(=O)NCCC(O)c1cccs1 (configuration not stated),i,0.092
47,O=C(NCCCn1ccnc1)C(=O)NCc1ccc(F)cc1,i,0.092
66,O=C(c1ccccc1Br)N1CCC(c2nnc(-c3ccc(F)cc3)o2)CC1,i,0.098
72,O=C(NCCN1CCN(c2ccccc2F)CC1)C1CCCCC1,i,0.12
65,N#Cc1ccc(C(=O)NCCC(O)c2ccccc2)cc1 (configuration not stated),i,0.079
51,Cc1ccc(-c2cc(=O)n(CC(=O)NCc3cccnc3)cn2)cc1,i,0.081
46,Cc1cc(-c2nnc(NC(=O)CSc3ccccc3)o2)nn1C,i,0.068
59,N#Cc1ccc(C(=O)Nc2ccc(CC(=O)NCc3cccs3)cc2)cc1,i,0.088
29,Cc1cc(C(=O)Nc2ccc(-c3nc4ccccc4[nH]3)cc2)on1,i,0.061
54,Cc1cc(NC(=O)C(=O)NCC(c2cccn2C)N2CCOCC2)no1 (configuration not stated),i,0.067
66,COc1ccc(C(=O)N2CCN(c3nccn3C)CC2)c(OC)c1,i,0.087
57,O=C(NCCn1ncc2c(N3CCCC3)ncnc21)c1ccco1,i,0.082
55*,COC(=O)c1sc2ccccc2c1NC(=O)C1CCCCC1,+,0.058*
45,CCOc1cccc2sc(N(CCN3CCOCC3)C(=O)c3ccc(S(C)(=O)=O)cc3)nc12,i,0.079
54,CC1CN(C)CCN1CC1CCN(C(=O)c2cccn(C)c2=O)CC1 (configuration not stated),i,0.087
59,CCOC(=O)C1=C(C)N=c2s/c(=C/c3cn(C)nc3C)c(=O)n2C1c1ccccc1 (configuration not stated),i,0.12

Main list (from the top)
GluA2 TARP mod glutamate slope,SMILES,GluA2 TARP mod,GluA2 TARP mod agonism max-min
64,COc1nn(C)cc1C(=O)NCCC(O)c1cccs1 (configuration not stated),i,0.092
47,O=C(NCCCn1ccnc1)C(=O)NCc1ccc(F)cc1,i,0.092
66,O=C(c1ccccc1Br)N1CCC(c2nnc(-c3ccc(F)cc3)o2)CC1,i,0.098
72,O=C(NCCN1CCN(c2ccccc2F)CC1)C1CCCCC1,i,0.12
65,N#Cc1ccc(C(=O)NCCC(O)c2ccccc2)cc1 (configuration not stated),i,0.079
51,Cc1ccc(-c2cc(=O)n(CC(=O)NCc3cccnc3)cn2)cc1,i,0.081
46,Cc1cc(-c2nnc(NC(=O)CSc3ccccc3)o2)nn1C,i,0.068
59,N#Cc1ccc(C(=O)Nc2ccc(CC(=O)NCc3cccs3)cc2)cc1,i,0.088
29,Cc1cc(C(=O)Nc2ccc(-c3nc4ccccc4[nH]3)cc2)on1,i,0.061
54,Cc1cc(NC(=O)C(=O)NCC(c2cccn2C)N2CCOCC2)no1 (configuration not stated),i,0.067
66,COc1ccc(C(=O)N2CCN(c3nccn3C)CC2)c(OC)c1,i,0.087
57,O=C(NCCn1ncc2c(N3CCCC3)ncnc21)c1ccco1,i,0.082
55*,COC(=O)c1sc2ccccc2c1NC(=O)C1CCCCC1,+,0.058*
45,CCOc1cccc2sc(N(CCN3CCOCC3)C(=O)c3ccc(S(C)(=O)=O)cc3)nc12,i,0.079
54,CC1CN(C)CCN1CC1CCN(C(=O)c2cccn(C)c2=O)CC1 (configuration not stated),i,0.087
59,CCOC(=O)C1=C(C)N=c2s/c(=C/c3cn(C)nc3C)c(=O)n2C1c1ccccc1 (configuration not stated),i,0.12
61,O=C(c1ccc([N+](=O)[O-])o1)N(C(=O)N1CCCCC1)c1cccc(Cl)c1,i,0.052
31,O=C(Nc1nc(-c2ccc(Cc3ccccc3)cc2)cs1)c1ccno1,i,0.081
56,COc1cccc(C(=O)N2CCC(c3nnc(C(C)C)o3)CC2)c1OC,i,0.11
57,CCSc1ccc(CC(=O)Nc2nc(C)c(C(C)=O)s2)cc1,i,0.1
51,Cc1cccc(NC(=O)N2CCN(c3cc(-n4nc(C)cc4C)ncn3)CC2)c1,i,0.098
37,Cc1ccc(NC(=O)C(=O)NCC(O)c2ccc(C(F)(F)F)cc2)cc1F (configuration not stated),i,0.088
61,COc1ccc(N2C(=O)CN(CCc3cccs3)C3CS(=O)(=O)CC32)cc1 (configuration not stated),i,0.08
70,COc1ccc(N2CC(C(=O)Nn3cnc4c(cnn4-c4ccc(C)cc4)c3=O)CC2=O)cc1 (configuration not stated),i,0.09
41*,CC1CN(C(=O)CSc2ccnc3c2c(=O)n(C)c(=O)n3C)CC(C)O1 (configuration not stated),+,0.12*
41,CC(=O)c1ccc(NC(=O)CSc2nc(=O)n(CCO)c3c2CCCC3)cc1,i,0.033
53,CC1CN(c2oc(-c3ccco3)nc2S(=O)(=O)c2ccc(F)cc2)CC(C)O1 (configuration not stated),i,0.077
18,COc1ccc(C(=O)Nc2ccc3c(c2)CCCN3S(C)(=O)=O)c(OC)c1,i,0.034
61,O=C(CCc1csc(NC(=O)c2ccccc2)n1)Nc1nc2ccc(Cl)cc2s1,i,0.11
57,O=C(Nc1ccccc1Cl)N1CCC(c2ccsc2)CC1,i,0.073
57,O=C(Nc1ccc2c(c1)OCCO2)c1ccc(N2CCCCS2(=O)=O)cc1,i,0.098
67,CC(O)(CNC(=O)c1cc(C(F)(F)F)cc(C(F)(F)F)c1)c1ccc2c(c1)OCO2 (configuration not stated),i,0.14
58,COc1ccc(S(=O)(=O)N2CCCc3cc(NC(=O)NCc4cccs4)ccc32)cc1,i,0.12
65,O=S(=O)(NCCOc1ccc(-c2cccs2)nn1)c1ccc2c(c1)OCCO2,i,0.026
58,CCOc1cc(/C=N/Nc2nc3c(c(=O)n(C)c(=O)n3C)n2Cc2ccccc2)ccc1O,i,0.11
47,CN(Cc1ccco1)S(=O)(=O)c1ccc(C(=O)Nc2nc3ccc([N+](=O)[O-])cc3s2)cc1,i,0.083
78,COc1ccc(S(=O)(=O)N2CCCc3cc(NS(=O)(=O)c4ccc(F)cc4)ccc32)cc1,i,0.13
50,Cn1ccc(C(=O)Nc2nnc(-c3cccs3)o2)n1,i,0.11
53,COc1ccc(OC)c(-c2ccc(SCC(=O)Nc3nc4ccccc4s3)nn2)c1,i,0.033
29,COc1cc(NC(=O)CCCn2nc(-c3ccc(Cl)cc3)ccc2=O)cc(OC)c1,i,0.082
67,COc1cccc(NC(=O)CCCn2nc(-c3ccc(Cl)cc3)ccc2=O)c1,i,0.12
45*,O=C(N1CCC(Cn2cccn2)CC1)C1(c2ccccc2)CCOCC1,+,0.079*
73,O=C(Nc1nc(-c2ccccn2)cs1)C1CCN(S(=O)(=O)c2ccc(Cl)s2)CC1,i,0.12
57,COc1cc(NC(=O)NC(C)C)c2ncccc2c1,i,0.13
26,COc1cc(C)ccc1OCCCCN1CCCCCC1,i,0.041
72,Cc1nc(NCC2CCCO2)nc(NCc2ccccc2)c1[N+](=O)[O-] (configuration not stated),i,0.097
55,CCCCC(=O)NCCN1CCN(S(C)(=O)=O)CC1,i,0.11
39,O=C(NCCC1=CCCCC1)C(=O)NCC1CCCO1 (configuration not stated),i,0.045
41,CCCCc1ccc(-n2nnc(C(=O)N(C)C3CCS(=O)(=O)C3)c2C)cc1 (configuration not stated),i,0.097
51,Cc1ccc(NC(=O)C(c2ccccc2)N2CCOCC2)cc1 (configuration not stated),i,0.056

Additional structures follow.
GluA2 TARP mod glutamate slope,SMILES,GluA2 TARP mod,GluA2 TARP mod agonism max-min
59,CN1CCN(n2c3c(c(SCC(=O)Nc4cccc([N+](=O)[O-])c4)nc2=O)CCCC3)CC1,i,0.13
65,CCc1nc2sc(C(c3cccc(Cl)c3)N3CCCC(C)C3)c(O)n2n1 (configuration not stated),i,0.099
71,NS(=O)(=O)c1ccc(CCNC(=O)C(=O)Nc2ccc(F)c([N+](=O)[O-])c2)cc1,i,0.095
52,COc1cc(NC(=O)c2ccc3ccccc3c2)ccc1N1CCCCC1=O,i,0.078
38,CCc1ccc(NCCn2c(C)c(C)n3c4c(=O)n(C)c(=O)n(C)c4nc23)cc1,i,0.081
47,Cc1[nH]c(=O)nc(SCC(=O)N2CCN(c3ccccc3)CC2)c1C#N,i,0.094
62,CN1CCN(C(CNS(=O)(=O)c2ccc(F)c(C(F)(F)F)c2)c2ccc3c(c2)OCO3)CC1 (configuration not stated),i,0.074
72,C=C(C)Cn1c(N2CCOCC2)nc2c1c(=O)[nH]c(=O)n2C,i,0.11
52,CC1CCN(c2ccc(N3CCN(C(=O)c4ccccc4F)CC3)nn2)CC1,i,0.14
45,CS(=O)(=O)N1CCCC(C(=O)Nc2nnc(-c3cccs3)o2)C1 (configuration not stated),i,0.074
62,O=c1oc2cc(OC/C=C/c3ccccc3)ccc2cc1-c1ccccn1,i,0.086
33,COc1ccc(NC(=O)c2ccc(=O)n(CC(=O)Nc3ccc(C)c(Cl)c3)n2)cc1,i,0.054
69,Cc1ccc(C)c(-c2nnc(NC(=O)CN3C(=O)CCC3=O)o2)c1,i,0.11
46,COc1ccc(S(=O)(=O)CC(=O)Nc2nc(-c3ccc(Cl)c(Cl)c3)cs2)cc1,i,0.036
24,COc1cc(CCN2C(=O)c3cccc4cccc(c34)C2=O)c(S(=O)(=O)NCc2cccnc2)cc1OC,i,0.083
39,CCCN1C(=O)NC2(CCN(S(=O)(=O)c3cc(OCC)ccc3OCC)CC2)C1=O,i,0.035
58,CC(C)(C)n1nc2c(c1NC(=O)C(=O)NC1CCCCC1)CSC2,i,0.04
74,CN(C)S(=O)(=O)c1ccc(C(=O)NCCn2ncc3c(N4CCOCC4)ncnc32)cc1,i,0.092
61,COc1ccc(C)cc1S(=O)(=O)NCC1CCN(Cc2ccco2)CC1,i,0.06
43,Cc1nn(-c2ccccc2)c2ncc(C(=O)Nc3ccc(F)cc3F)c(Cl)c12,i,0.082
64,Cc1ccc(S(=O)(=O)N2CCCc3cc(NS(=O)(=O)c4ccc(Cl)cc4)ccc32)cc1,i,0.11
69,COc1ccc(/C=C2\Oc3cc(OCC#N)ccc3C2=O)cc1OC,i,0.11
32,CCOC(=O)Nn1cnc2c(cnn2C(C)(C)C)c1=O,i,0.029
40,COc1ccc(F)cc1S(=O)(=O)NCC1(c2cccs2)CC1,i,0.15
58,CC(C)NC(=O)N1CCCC(c2nnc(Cc3ccccc3)s2)C1 (configuration not stated),i,0.07
43,COc1ccccc1NC(=O)N1CCC(CNC(=O)CCSc2ccccc2)CC1,i,0.041
56,O=C(NCC1(c2ccc(F)cc2)CC1)c1ccc2c(c1)OCO2,i,0.037
57,CC1Cc2c(NC(=O)/C=C\c3ccc4c(c3)OCO4)nn(C)c2NC1=O (configuration not stated),i,0.072
43,Cc1cc(NS(=O)(=O)C(C)C)ccc1N1CCCCC1=O,i,0.047
63,COc1ccc(CCNC(=O)C(=O)NCCC2CCCCN2S(=O)(=O)c2ccc(C)cc2)cc1 (configuration not stated),i,0.08
68,COc1ccc(CCC(=O)Nc2ccc(N3CCCCS3(=O)=O)cc2)cc1,i,0.093
71,CC1CCN(c2oc(-c3ccc(S(=O)(=O)N4CCc5ccccc5C4)cc3)nc2C#N)CC1,i,0.1
60,Cc1ccccc1OCC(=O)N1CCC(c2cccs2)CC1,i,0.07
66,CCOCCn1c(=O)c2c(nc3n2CC(C)CN3c2ccc(CC)cc2)n(C)c1=O (configuration not stated),i,0.12
49,NC(=O)c1ccsc1NC(=O)c1cc2ccccc2o1,i,0.11
73,O=C(CCCS(=O)(=O)c1ccccc1)Nc1nc(-c2ccc([N+](=O)[O-])cc2)cs1,i,0.11
54,Cc1cc(C)n(CCNC(=O)CN2CCN(c3ccc4c(c3)OCCO4)C2=O)n1,i,0.16
57,O=C(Nc1ccc(N2CCCS2(=O)=O)cc1)c1ccco1,i,0.026
66,Cc1ccc(C)c(CSc2c(C)cnc3c2c(=O)n(C)c(=O)n3C)c1,i,0.033
44,COc1ccc(NC(=O)c2ccc(=O)n(CC(=O)Nc3cccc(OC)c3)n2)cc1,i,0.042
66,CCOC(=O)c1[nH]c(C)c(C(=O)OCC)c1C,i,0.13
95,Cc1cc(NC(=O)C(=O)NCC(c2cccs2)N(C)C)no1 (configuration not stated),i,0.077
65,OC(COc1cccc2ccccc12)CN1CCCC1 (configuration not stated),i,0.055
64,CC(C)c1nnc(NC(=O)c2ccc(S(=O)(=O)NC3CC3)cc2)s1,i,0.1
72*,O=C(NCCn1ncc2c(N3CCCC3)ncnc21)c1ccc(=O)oc1,+,0.25*
68,Cc1cccc(N2CCN(S(=O)(=O)c3ccccc3)CC2)c1C,i,0.1
52,Cc1cc(C(=O)Nc2ccc3c(c2)CN(C(=O)C(C)C)CC3)c(C)o1,i,0.065
56,COc1cccc(-c2nnc3ccc(OCCNC(=O)CCC4CCCCC4)nn23)c1,i,0.031
62,CCN(CC)C(=O)C(=O)c1c[nH]c2ccccc12,i,0.13
42,COc1ccc(C)cc1N1CCn2c1nc1c2c(=O)n(CCN2CCCCC2)c(=O)n1C,i,0.037
